# Assay outcomes deposited in PubChem BioAssay by Broad Institute.
# XiGFP reactiv = reactivates the inactive X chromosome in mouse fibroblasts; XiGFP mouse fibroblasts, % GFP-positive cells imaging, 3 d; cells co-treated with 5-aza-dC sensitizer; scaled so ellipticine positive control = 100%; activation, % at 7.58 µM; hit rate 0.055% among 360,000; AID 743238;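 active means mean normalized replicate activation at least 10% and every replicate at or above 10%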;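 further: 0% = median of on-plate neutral control wells and 100% = ellipticine 6 µM median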
#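 System: SV40-immortalized XiGFP fibroblast cells, line 68-5-11 / Incubation: 3-day compound exposure, then 15 min fixation at room temperature / Compound: single concentration per compound, delivered by pin transfer / Buffer or medium: DMEM plus 5-aza-dC sensitizer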
# GSIS activator = primary screen for activators of insulin secretion dependent on glucose, INS-1E cells, GLuc reporter luminescence. INS-1E GLuc reporter insulin secretion, 2-3 h. activation, % at 16.6 µM. hit rate 0.61% among 370,000;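 active means lowest replicate activation of at least 40%, so every replicate reaches that level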;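 further: 0% = median of neutral control wells and 100% = median of IBMX positive control wells; some compounds called inactive have numbers as strong as hits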
# ERAP1 HTS inh = inhibitors of human ERAP1 aminopeptidase | recombinant ERAP1, Leu-AMC fluorescence, 60 min | Q9NZ08 | hit rate 0.15% among 340,000 | inhibition, % at 10.7 µM;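 active means mean replicate inhibition of at least 30%, or all replicates individually reaching that 30% level; inactive means mean below 30% and not every replicate reaching it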;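 further: 0% = neutral control wells and 100% = L-leucinethiol positive control wells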
# RAD54 inh = inhibitors of human RAD54 branch migration; Q92698; RAD54 Holliday junction branch migration, FAM/BHQ fluorescence; inhibition, % at 10.4 µM; hit rate 0.14% among 360,000; AID 602329;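 active means mean normalized replicate activity at least 40 and at least half of replicates scoring 40 or more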;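 further: 0% = median of neutral control wells and 100% = median of positive control wells; inhibitors cause a drop in the FAM fluorescence signal; in these data hits start at about 50%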
# Target sequence (Q92698 whole entry, looked up): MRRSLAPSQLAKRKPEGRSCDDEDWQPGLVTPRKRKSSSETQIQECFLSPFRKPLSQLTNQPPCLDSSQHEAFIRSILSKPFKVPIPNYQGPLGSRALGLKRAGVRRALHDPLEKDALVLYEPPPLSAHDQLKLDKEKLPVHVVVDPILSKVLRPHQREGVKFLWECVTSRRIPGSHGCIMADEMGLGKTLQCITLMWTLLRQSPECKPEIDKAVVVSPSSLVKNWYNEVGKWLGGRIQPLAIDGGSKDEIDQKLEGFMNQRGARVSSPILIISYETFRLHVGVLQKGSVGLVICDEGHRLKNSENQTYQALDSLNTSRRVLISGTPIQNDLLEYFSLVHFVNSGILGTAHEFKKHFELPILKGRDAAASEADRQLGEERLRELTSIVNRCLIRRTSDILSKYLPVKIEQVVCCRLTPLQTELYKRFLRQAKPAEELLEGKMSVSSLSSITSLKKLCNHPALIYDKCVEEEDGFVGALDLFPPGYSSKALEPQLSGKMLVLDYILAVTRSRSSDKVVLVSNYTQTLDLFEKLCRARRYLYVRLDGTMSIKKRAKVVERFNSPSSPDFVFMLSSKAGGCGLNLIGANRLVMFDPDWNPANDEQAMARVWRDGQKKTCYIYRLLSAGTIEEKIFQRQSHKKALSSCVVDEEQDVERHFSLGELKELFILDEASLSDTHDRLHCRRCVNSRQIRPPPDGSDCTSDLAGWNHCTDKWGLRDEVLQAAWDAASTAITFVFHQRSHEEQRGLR
# ARNT TACC3 PPI = ARNT/TACC3 interaction disruption. AID 623870. hit rate 0.66% among 390,000. Q9Y6A5. AlphaScreen His-ARNT PAS-B/GST-TACC3 binding, luminescence; TACC3 fragment carries E629A point mutation. inhibition, % at 9.99 µM;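 active means mean inhibition of replicates at least 50% and at least half of replicates each reaching 50%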;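 further: 0% = complete ARNT plus TACC3 wells and 100% = ARNT alone without TACC3; many hits fall short of the cut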
# CFTR F508del cor = correctors of CFTR F508del function in bronchial epithelial cells | CFBE cells, YFP halide quenching; stimulated with forskolin plus potentiator P3; % fluorescence drop versus neutral controls | activity (quench increase), % at 7.58 µM | hit rate 0.36% among 350,000 | AID 720511;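 active means mean added fluorescence quench of at least 8% versus neutral control, with both replicates also reaching 8%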;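 further: cells transiently co-express mutant CFTR-F508del with the halide-sensitive YFP; corrector assay measuring rescue of mutant channel to the surface after 24 h compound exposure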
# RAD52 anneal inh = blocks human RAD52 DNA annealing | P43351 | recombinant RAD52 DNA annealing, FRET fluorescence | hit rate 0.46% among 360,000 | inhibition, % at 18.7 µM;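 active means every replicate showing at least 50% inhibition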
# esBAF inh = SWI/SNF esBAF complex inhibition | mouse ES cells, Bmi1-luciferase knock-in reporter, 24 h; 100% = twice the neutral-well signal | reporter increase, % at 12.5 µM | hit rate 2% among 350,000; in the data active means activation above about 40%;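 further: 0% = median of the plate's neutral control wells and 100% = double that signal; a rise in the Bmi1 reporter signal indicates esBAF inhibition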
# * = called active by the depositor; · = not tested or not shown.
SMILES,XiGFP reactiv,GSIS activator,ERAP1 HTS inh,RAD54 inh,ARNT TACC3 PPI,CFTR F508del cor,RAD52 anneal inh,esBAF inh
CCN(CC)CCCN(Cc1cc2cc3c(cc2[nH]c1=O)OCO3)C(=S)Nc1ccccc1,0.1,-4,12,16,17,0.5,14,4
C[C@H]1CN([C@@H](C)CO)C(=O)c2cc(NC(=O)Nc3cccc4ccccc34)ccc2O[C@H]1CN(C)S(=O)(=O)c1ccccc1,-0.8,6,1,-17,13,-2.8,-27,-2
Cc1ccc(S(=O)(=O)c2ncccc2N)cc1,0.3,4,3,9,-3,0.6,0,-2
COc1ccccc1C1CC(c2ccc(NS(C)(=O)=O)cc2)=NN1S(=O)(=O)c1ccccc1 (stereo unspecified),0.0,7,3,1,7,0.8,-10,6
COc1ccc(C(CC(=O)Nc2ccc(C)cc2)NC(=O)C(F)(F)F)cc1 (stereo unspecified),0.1,-10,-1,-2,1,-4.4,-11,·
COc1ccc(NC(=O)CSCC(=O)N2CCCc3ccccc32)cc1,0.0,-12,-3,9,0,-1.7,-9,8
Cc1ccc2ccc(S(=O)(=O)n3nc(C)cc3C)cc2c1,·,-1,0,-6,-4,-1.4,-16,-8
Nc1no[n+]([O-])c1-c1ccccc1,0.0,3,3,·,-1,-1.1,-4,·
CC1SC(=S)N(c2ccc(N(C)C)cc2)C1=O (stereo unspecified),0.2,-6,-1,5,-4,3.0,-17,3
CC(=O)Nc1ccc(C=C(C(C)=O)C(C)=O)cc1,0.0,·,0,·,-18,-1.8,-9,·
C[C@@H]1CN([C@H](C)CO)C(=O)Cc2cc(NC(=O)NC3CCCCC3)ccc2O[C@H]1CN(C)S(=O)(=O)c1ccccc1,0.0,-1,-1,10,1,1.2,8,2
Cn1c(CN2CCOCC2)nnc1SCC(=O)Nc1ccc([N+](=O)[O-])cc1O,0.6,24,-1,3,·,1.8,-11,-6
O=C(Cc1ccc2c(c1)OCCO2)N1CCN(S(=O)(=O)c2ccccc2C(F)(F)F)CC1,0.1,-8,-1,-12,-1,-0.1,-19,·
Cc1ccc2nsnc2c1S(=O)(=O)N1CCCC1C(=O)O (stereo unspecified),0.0,-3,-6,·,-1,0.8,-12,-3
O=C(N/N=C/c1coc2ccccc2c1=O)c1ccccc1,-0.1,-9,-2,3,-7,-0.4,-20,1
O=C(Cn1c(=O)oc2cc(S(=O)(=O)N3CCCC3)ccc21)N1CCN(c2ccccc2F)CC1,-0.1,-3,-2,-11,0,0.4,-7,1
C[C@@H]1CN([C@@H](C)CO)C(=O)c2cc(NS(=O)(=O)c3ccc(F)cc3)ccc2O[C@@H](C)CCCCO[C@@H]1CN(C)C(=O)Nc1ccc(C(F)(F)F)cc1,0.2,7,-1,·,·,4.1,10,·
C=CCn1c(N)c(C(=O)N2CCN(C)CC2)sc1=S,·,19,6,2,-2,·,-2,1
CCN(CC(=O)Nc1cc(OC)ccc1OC)Cc1nc2ccccc2c(=O)[nH]1,0.0,2,-1,-7,2,3.2,-14,2
O=C(c1ccc(=O)[nH]n1)N1CCc2ccccc2C1,0.6,6,·,-3,6,-0.5,4,-3
O=C(CNC(=O)Cc1ccccc1)NCc1cccc(C(F)(F)F)c1,0.2,-11,0,6,-5,-2.8,-14,-5
C/C(=N\NC(=O)c1nnn(-c2nonc2N)c1-c1ccc2c(c1)OCO2)c1ccc(F)cc1,0.0,0,2,4,1,1.1,-1,-10
N/N=c1\sc2ccccc2n1-c1ccccc1,·,38,10,-20,·,·,-38,·
CCOC(=O)[C@H]1[C@H]2COc3cc(OC)ccc3[C@@H]2N2C(=O)c3ccc(F)cc3NC(=O)[C@@]12C,0.0,-19,2,-5,-22,1.6,-17,-9
C[C@H](NC(=O)[C@@H]1[C@@H](CO)[C@@H]2Cn3c(ccc(C4=CCCCC4)c3=O)[C@H]1N2)c1ccccc1,0.4,-1,3,7,5,-0.9,-20,1
COc1ccc(N/C(=C\C(=O)c2ccccc2)c2ccccc2)cc1OC,0.1,-21,-3,·,·,1.2,-41,·
O=C(CSc1nnnn1Cc1ccccc1)Nc1cccc(F)c1,0.0,-8,-2,-8,3,1.3,-10,-3
CCC(=O)N1CC2(C1)CN(Cc1ccc3c(c1)OCO3)[C@@H](CO)c1c2c2ccc(OC)cc2n1C,0.2,3,6,·,·,1.5,-7,·
Nc1cc(Br)cc2c1[nH]c(=O)c1ccccc12,0.3,·,-4,3,·,0.8,-25,·
O=C(COC(=O)c1cccc(Cl)c1Cl)NCc1cccs1,-0.3,9,-1,0,-4,-0.6,-9,-4
C[C@H]1CN([C@@H](C)CO)C(=O)c2cc(NS(=O)(=O)c3cn(C)cn3)ccc2O[C@H]1CN(C)Cc1ccc(Cl)c(Cl)c1,0.0,-4,1,-2,-5,-0.3,11,-1
C[C@@H]1CN([C@H](C)CO)C(=O)CCCn2cc(nn2)CO[C@H]1CN(C)Cc1ccc2c(c1)OCCO2,0.0,21,·,·,·,-1.6,·,-5
Cc1sc2c(c1C)c(=O)n(-c1ccccc1)c1nncn21,·,·,4,-10,-2,·,0,-6
O=C(c1ccco1)N1CCN(C(=O)C2(S(=O)(=O)c3ccc(Cl)cc3)CC2)CC1,·,3,·,1,-2,·,·,1
Cc1noc(C)c1NC(=O)N(C)C[C@@H]1Oc2c(NS(=O)(=O)c3cccs3)cccc2C(=O)N([C@H](C)CO)C[C@@H]1C,-0.9,10,3,-2,-5,-0.5,-51,-4
COc1ccc(C(CNC(=O)c2cccn2C)N2CCOCC2)cc1 (stereo unspecified),0.2,6,-3,8,-16,-0.9,7,57*
Cc1cccc(C)c1NC(=O)C(c1ccccc1)n1c(=O)c(-c2ccco2)nc2ccccc21 (stereo unspecified),0.3,-3,-2,·,·,-1.1,-22,·
Cc1ccc(C)c2nc(Cl)c(C3NC(=O)c4ccccc4N3)cc12 (stereo unspecified),0.9,-1,0,·,0,1.8,-16,·
C[C@@H]1CN([C@@H](C)CO)C(=O)c2cccc(NC(=O)Nc3ccccc3)c2O[C@@H]1CN(C)S(=O)(=O)c1ccccc1,0.1,-21,-2,5,-3,-1.6,-7,10
CCOc1[nH]n(-c2ccccc2)c(=O)c1C=NCc1ccncc1,0.3,22,-3,·,-1,·,0,·
CCN(CC)C(=O)/C(=C\c1cccc([N+](=O)[O-])c1)NC(=O)c1ccco1,0.0,22,·,1,-3,·,·,-3
Cc1cc(C(=O)COc2ccc(C#N)cc2)c(C)n1C1CC1,0.2,3,2,0,-5,-1.4,-8,19
O=S(=O)(NC1CCCCC1)c1ccc(Cl)s1,·,-21,0,2,18,-0.8,-15,-1
CC(C)c1ccc(C(=O)NN2CCOCC2)cc1,0.0,5,0,-2,2,0.9,-25,·
COC(=O)C1=C(C)NC(=O)NC1c1ccco1 (stereo unspecified),0.0,6,4,·,-1,2.8,-3,1
O=C(CCS(=O)(=O)c1ccccc1)Nc1nnc(C(F)(F)F)s1,0.1,-5,5,·,2,-0.5,3,5
COc1ccc2c(c1)c(CC(=O)NCc1cc([N+](=O)[O-])ccc1O)c(C)n2C(=O)c1ccc(Cl)cc1,0.4,-16,-5,-7,-5,-3.2,-15,-8
O=C(c1cccs1)N1CCN(c2ccc(Cl)cc2)CC1,0.3,-6,1,-6,3,-2.2,-18,17
O=C(Oc1ccc(O)cc1)C12CC3CC(CC(C3)C1)C2,0.5,-16,1,·,-9,-2.8,-5,·
Cc1ccc(S(=O)(=O)Nc2ccc3c(c2)C(=O)N([C@@H](C)CO)C[C@H](C)[C@@H](CN(C)Cc2ccc(C(=O)Nc4ccccc4N)cc2)O3)cc1,0.0,-2,0,·,·,1.4,13,·
COC(=O)C(NC(=O)CNS(=O)(=O)c1ccc(Br)cc1)c1ccccc1 (stereo unspecified),0.5,13,5,·,-7,-2.9,6,·
COc1ccc(Cl)cc1C(=O)N1CCN=C1SC,0.1,21,0,2,·,-3.0,-17,-1
C=C(CN(C)C)C(=O)c1ccc(OC2OC(COC(C)=O)C(OC(C)=O)C(OC(C)=O)C2OC(C)=O)cc1 (stereo unspecified),-0.2,·,-1,·,-4,-4.2,-44,·
Cc1c(NC(=S)NC(=O)c2cc3ccccc3o2)c(=O)n(-c2ccccc2)n1C,0.4,-20,0,·,-2,·,-2,·
COc1ccc(C2=NOC(Cn3nc(C(=O)NCC4CC4)cc3-c3ccccc3)C2)cc1 (stereo unspecified),0.5,-21,1,-3,-7,4.7,-4,9
Cn1cccc1Cc1nnc(SCC(N)=O)n1CCc1ccccc1,0.6,-6,-1,0,-1,0.8,-12,-1
C#CCOCCOCCOCCNc1nc(N2CCOCC2)nc(N2CCN(C(=O)[C@H](Cc3ccc(O)cc3)n3cc([C@@H](N)C(C)CC)nn3)CC2)n1 (stereo partly specified),0.0,-2,-6,2,18,1.7,-22,5
COc1ccc2c3c(n(C)c2c1)[C@H](CO)N(Cc1cccnc1)CC31CN(C(=O)c2cccnc2)C1,0.0,2,-1,·,·,-5.2,-14,·
COCC(=O)N1[C@H](CN(C)C(=O)c2ccncc2)[C@@H](c2ccccc2)[C@@H]1CO,0.0,3,·,-5,-6,-1.0,·,-4
Cc1ccc2[nH]c(=O)c(CN(C(=O)c3cccs3)c3ccccc3)cc2c1,0.0,5,2,0,1,·,-11,·

# Next results follow:
SMILES,XiGFP reactiv,GSIS activator,ERAP1 HTS inh,RAD54 inh,ARNT TACC3 PPI,CFTR F508del cor,RAD52 anneal inh,esBAF inh
O=C(C[C@H]1C=C[C@H](NC(=O)C2CC2)[C@@H](CO)O1)NCc1ccccc1Cl,0.1,-7,-3,2,-29,-0.6,0,-1
COc1ccc(CC(=O)N2CCN(c3ccccc3OC)CC2)cc1OC,-0.2,·,-2,1,4,·,-9,1
CN1C/C(=N\S(=O)(=O)c2ccccc2)N(C)C1=O,0.1,3,·,1,-10,·,·,·
Cn1cc(S(=O)(=O)Nc2ccc(Cl)cc2Cl)c(=O)n(C)c1=O,0.1,15,-2,7,8,-1.3,-8,-7
CC1=NN(c2ccc([N+](=O)[O-])cc2)C(c2ccccc2)C1 (stereo unspecified),0.0,-1,-2,·,1,3.0,-31,·
COc1ccc2c(c1)[C@H]1[C@H](CO2)[C@H](c2ccccc2)[C@]2(C)C(=O)Nc3cc(F)c(F)cc3C(=O)N12,-0.2,-12,-1,-6,-6,-1.9,-10,-5
CN(C)c1ccc(P(=O)(CC(=O)N/N=C/c2ccc(C#N)cc2)OCCCl)cc1 (stereo unspecified),0.0,6,19,·,-9,0.4,-5,·
C=CCn1c(SCC(=O)c2ccc(O)c(O)c2)nnc1-c1ccc(C)cc1,0.1,5,5,3,-3,4.4,-28,-41
CCOC(=O)c1nn(-c2cccc(Cl)c2)c2nc(Nc3ccccc3)cc(=O)n12,0.0,8,·,-11,7,·,·,·
O=C(C[C@H]1CC[C@H]2[C@@H](COC[C@@H](O)CN2Cc2cccc(Cl)c2)O1)N1CCOCC1,0.1,14,1,1,4,0.6,1,2
CN1CCN(C(=O)/C=C\C(=O)O)CC1,-0.1,2,0,·,-10,-3.0,-3,·

# Ordered by count of non-hydrogen atoms (falling): 3 of the compounds above.
SMILES,XiGFP reactiv,GSIS activator,ERAP1 HTS inh,RAD54 inh,ARNT TACC3 PPI,CFTR F508del cor,RAD52 anneal inh,esBAF inh
COc1ccc2c(c1)[C@H]1[C@H](CO2)[C@H](c2ccccc2)[C@]2(C)C(=O)Nc3cc(F)c(F)cc3C(=O)N12,-0.2,-12,-1,-6,-6,-1.9,-10,-5
Cn1cc(S(=O)(=O)Nc2ccc(Cl)cc2Cl)c(=O)n(C)c1=O,0.1,15,-2,7,8,-1.3,-8,-7
CN1CCN(C(=O)/C=C\C(=O)O)CC1,-0.1,2,0,·,-10,-3.0,-3,·
